# High-throughput results: PubChem BioAssay, National Center for Advancing Translational Sciences (NCATS)
# VP16 counter = Gal4-VP16 reporter inhibition counter-screen; Drosophila S2 Gal4-VP16 UAS-luciferase, luminescence, 20 h; Potency, µM (top dose mostly 53.6 µM), without a hit: at the highest dose activity, negative = inhibition, hits mostly inhibitors; 310,000 tested, 3.5% active;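 note: Gal4-VP16 expression switched on by copper sulfate through the metallothionein promoter; % is set by controls: 0 for no effect and ±100 for the full control effect; nearly all actives have a fitted effect of over 50% in size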
# RORg inh = inhibitors of mouse ROR gamma transcriptional activity; Drosophila S2 Gal4-RORgamma UAS-luciferase reporter, 20 h; P51450; 310,000 tested, 5.4% active; Potency, µM (titrated, usually from 53.6 µM), inactives show at the top dose activity change, negative = inhibition, actives largely listed as inhibitors; note: % is set by controls: 0 for no effect and ±100 for the full control effect; nearly all actives have a fitted effect of over 60% in size
# Target sequence (P51450 whole entry, looked up, the tested form may be a part): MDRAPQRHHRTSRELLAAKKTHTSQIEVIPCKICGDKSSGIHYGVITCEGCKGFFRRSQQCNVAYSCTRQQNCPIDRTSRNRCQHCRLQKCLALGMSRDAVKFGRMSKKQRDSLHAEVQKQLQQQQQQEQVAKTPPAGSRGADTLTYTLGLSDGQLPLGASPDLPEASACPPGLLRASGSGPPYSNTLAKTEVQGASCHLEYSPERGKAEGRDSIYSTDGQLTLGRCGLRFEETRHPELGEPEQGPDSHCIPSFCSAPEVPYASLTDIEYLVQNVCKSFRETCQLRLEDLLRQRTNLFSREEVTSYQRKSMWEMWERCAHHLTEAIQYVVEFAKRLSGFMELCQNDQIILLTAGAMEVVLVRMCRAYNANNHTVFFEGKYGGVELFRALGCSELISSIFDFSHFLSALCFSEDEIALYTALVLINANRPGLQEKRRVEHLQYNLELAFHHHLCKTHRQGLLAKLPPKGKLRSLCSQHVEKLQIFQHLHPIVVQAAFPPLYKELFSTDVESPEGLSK
#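 Read-out: Photinus luciferase luminescence; inhibitors lower reporter signal. Insect Schneider cells with Gal4-ROR gamma fusion under metallothionein promoter, UAS reporter; 700 uM final copper sulfate induction, 20 hr, ambient temperature.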
# NPC1 prom act = NPC1 promoter activation | Potency, µM (titrated, usually from 9.22 µM), for the others: top-dose activation, actives largely listed as activators | Huh7 NPC1 promoter luciferase reporter, 24 h | 320,000 tested, 2.4% active;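 note: % of control where 0% means no effect; nearly all actives have a fitted effect of over 60% in size; reporter is driven by a mutant NPC1 promoter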
#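 Luciferase expression driven by the NPC1 promoter was measured in stably transfected Huh7 cells after a 24 h compound incubation, using a luciferase reagent and a luminescence read.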
# Rab9 prom act = activators of Rab9 promoter | Huh7 Rab9 promoter-luciferase reporter, luminescence, 24 h | Potency, µM (titrated, usually from 9.22 µM), inactives show at the highest dose activation, negative = inhibition, usual class: activators | 320,000 tested, 2.8% active | AID 485297; note: % of control where 0% means no effect; nearly all actives have a fitted effect of over 60% in size
#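 Rab9 promoter-driven luciferase in stably transfected Huh7 cells; 1500 cells/well rested 2 h, exposed to compound in DMSO for 24 h at 37 °C, 5% CO2. Luminescence read 10 min after adding luciferase reagent at ambient temperature.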
# MBNL1-CUG inh = inhibitors of human MBNL1 binding to CUG repeat RNA; Q9NR56; TR-FRET MBNL1-His/biotin-(CUG)12 binding, 665/545 ratio; Potency, µM (top dose mostly 57.5 µM), for inactives: at the top dose activity change, negative = inhibition, actives largely listed as inhibitors; 280,000 tested, 0.036% active; active = well fitted inhibition curve with a large enough effect in the signal ratio, with a control signal flat, not every such curve was filed as active; inconclusive = small, poorly fitted or top-dose-only effect, or effect the other way, or a change in a side signal; inactive = no such curve, though single readings can be large or run the other way; the % refers to the signal ratio; note: % is set by controls: 0 for no effect and ±100 for the full control effect
#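 MBNL1-His + Biotin-(CUG)12, cpd titration 92 nM–58 uM; Tb anti-His Ab 0.055 ng/ul, SA-XL665 5 nM (final); 60 min RT; ratiometric 665/545 nm, Ex 340 nm; normalized to buffer and full-complex controls.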
# MLL CXXC-DNA inh = blocks binding of human MLL CXXC domain to DNA. Potency, µM (doses to about 115 µM), for inactives: at the highest dose activity change, negative = inhibition, actives largely listed as inhibitors. AID 2662. Q03164. 290,000 tested, 0.037% active. MLL-CXXC / FITC-HOXA9 DNA fluorescence polarization; active = well fitted inhibition curve with a large enough effect in the polarisation, with a control signal flat, not every such curve was filed as active; inconclusive = small, poorly fitted or top-dose-only effect, or effect the other way, or a change in a side signal; inactive = no such curve, though single readings can be large or run the other way; the % refers to the polarisation
#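 Purified MLL-CXXC (added from a 7 uM solution) was preincubated 5 min at ambient with pinned compounds in 50 mM Tris-HCl pH 7.5, 50 mM NaCl, 1 mM DTT, 0.05% BSA. Fluorescein-labeled HOX-A9 DNA (50 nM solution) followed, 30 min, then polarization read.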
# uPA surface inh = inhibitors of cell surface uPA generation | 330,000 tested, 0.31% active | Potency, µM (series often up to 38.3 µM), for the others: top-dose activity change, negative = inhibition, hits mostly inhibitors | cell surface uPA generation assay, qHTS; active = well fitted inhibition curve with a large enough effect; inconclusive = small, poorly fitted or top-dose-only effect; inactive = no such curve, though single readings can be large or run the other way; tested in mouse RAW 264.7 cells; note: % is set by controls: 0 for no effect and ±100 for the full control effect; nearly all actives have a fitted effect of over 55% in size
# BRCA1 expr act = increases BRCA1 expression. MCF7-BRCA1-FFLuc reporter, luminescence, 48 h; response scale: scaled: vehicle 0%, 10 µM genistein 100%. AID 624202. 380,000 tested, 1.1% active. Potency, µM (top dose mostly 46.1 µM), inactives show at the highest dose activation, hits mostly activators; note: nearly all actives have a fitted effect of over 80% in size; some results filed as inactive show a strong effect at the top dose
#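 Luminescence from a BRCA1-driven firefly luciferase in MCF7 cells was the read-out, taken 15 min after substrate addition following 48 h compound exposure at 37 °C. Data were normalized to a 10 microM genistein control and DMSO vehicle.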
# p53 reactivator = restores transcriptional activity of mutant p53; H1299 p53-A138V BP100-luciferase reporter, luminescence, 24 h; Potency, µM (series often up to 92.2 µM), for the others: at the highest dose activity change, positive = activation, usual class: activators; 320,000 tested, 0.063% active; note: % of control where 0% means no effect; nearly all actives have a fitted effect of over 45% in size
#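 p53-null H1299 cells stably carrying temperature-sensitive p53-A138V and a BP100-luciferase reporter were pinned with compounds (4-point, 1:5 series) and held 24 hrs at 37 deg C. Luminescence was read 10 min after detection reagent.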
# ELG1 genotox = induces genotoxicity in HEK293T cells with luciferase-tagged ELG1. 330,000 tested, 1.3% active. Potency, µM (titrated, usually from 46 µM), for inactives: at the top dose activity change, positive = activation, most hits filed as activators. HEK293T ELG1-luciferase reporter, luminescence, 16 h. AID 504466; note: % of control where 0% means no effect; nearly all actives have a fitted effect of over 60% in size
#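 Step 1: seed 2,000 HEK293T ELG1-luciferase cells per well. Step 2: add compound or DMSO, incubate 16 hr at 37 °C. Step 3: ONE-Glo, 30 min at room temperature, read luminescence.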
# FLuc modulator = counter-screen for miR-21 project: firefly luciferase inhibitors or activators; purified FLuc, Km substrates, luminescence inhibition; 360,000 tested, 6.9% active; Potency, µM (top dose mostly 57.5 µM), for inactives: at the highest dose activity change, negative = inhibition, hits mostly inhibitors; P08659;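 note: plate controls were vehicle for no effect and reference inhibitor for full effect; nearly all actives have a fitted effect of over 55% in size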
# Target sequence (P08659 whole entry, looked up): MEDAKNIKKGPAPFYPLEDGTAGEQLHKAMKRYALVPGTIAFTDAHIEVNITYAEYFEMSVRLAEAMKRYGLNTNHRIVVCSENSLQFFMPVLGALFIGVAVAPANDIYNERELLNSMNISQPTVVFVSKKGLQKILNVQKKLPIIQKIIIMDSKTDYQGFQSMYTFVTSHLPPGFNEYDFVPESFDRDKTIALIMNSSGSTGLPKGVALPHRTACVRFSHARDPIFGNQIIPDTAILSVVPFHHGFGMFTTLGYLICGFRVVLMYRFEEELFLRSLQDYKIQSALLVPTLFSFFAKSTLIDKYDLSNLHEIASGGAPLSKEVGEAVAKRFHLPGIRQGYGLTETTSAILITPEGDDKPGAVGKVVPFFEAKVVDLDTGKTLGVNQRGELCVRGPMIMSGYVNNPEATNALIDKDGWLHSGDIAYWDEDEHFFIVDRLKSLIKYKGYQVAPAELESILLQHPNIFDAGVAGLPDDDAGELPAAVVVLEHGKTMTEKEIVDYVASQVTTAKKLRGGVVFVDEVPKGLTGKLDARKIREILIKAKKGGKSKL
#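 Biochemical qHTS of compounds, final roughly 60 µM downward over six points, against 10 nM purified firefly luciferase using Km concentrations of substrates (10 uM D-luciferin, 10 uM ATP) in Tris acetate pH 7.5 buffer; luminescence output.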
# An asterisk follows results filed as active; ? = inconclusive; . = no result given; [ ] = remark or other dose. Unless noted, calls come from the whole dose curve; as a rule, active = well fitted curve in the direction sought with a large enough effect; inconclusive = small, poorly fitted or top-dose-only effect, or another doubt; inactive = no such curve, though single readings can be large; an effect the other way counts as inactive or inconclusive. Potency is the fitted concentration of half-maximal effect. The list is partial. The share of hits here may be higher or lower than overall.
SMILES,VP16 counter,RORg inh,NPC1 prom act,Rab9 prom act,MBNL1-CUG inh,MLL CXXC-DNA inh,uPA surface inh,BRCA1 expr act,p53 reactivator,ELG1 genotox,FLuc modulator
CCN(C(=O)CSc1nnc(C)n1Cc1ccccc1)C1CCS(=O)(=O)C1 (configuration not stated),-2.9%,4.1%,-0.4%,11.4%,-12.8%,2.6%,0.7%,-20.6%,2.2%,-0.2%,-3.0%
CCCCCCC1CC(/C(C)=N\NC(N)=O)OC1=O (configuration not stated),1.9%,-14.3%,-2.6%,-7.0%,-25.0%,10.0%,-0.8%,14.7%,?,11.5%,4.1%
COC(=O)c1c(NC(=O)C2CC=CCC2C(=O)O)sc2c1CCCCC2 (configuration not stated),4.1%,-13.7%,8.7%,8.4%,2.7%,-22.9%,4.0%,2.0%,17.1%,0.5%,-10.0%
CCOc1ccc(-c2noc(CCC(=O)NC3CCCCC3)n2)cc1OC,8.7%,-10.3%,-0.7%,1.4%,-1.4%,-0.7%,8.3%,1.7%,-2.7%,0.9%,1.3%
COc1ccc(OCC(=O)N/N=C(\C)CC(=O)Nc2ccc(NC(C)=O)cc2)cc1,-2.6%,4.0%,-1.3%,8.6%,-1.8%,3.2%,4.7%,26.9%,5.7%,9.1%,-2.5%
CC1(C)CC(=O)C2=C(C1)N(CCN1CCOCC1)C1=C(C(=O)CC(C)(C)C1)C2c1cccc(F)c1,-4.5%,10.5%,-1.7%,1.6%,6.9%,-0.9%,-8.7%,-14.8%,1.5%,0.2%,0.0%
CS(=O)(=O)N1CCC(C(=O)NCC2CCCO2)CC1 (configuration not stated),6.7%,0.1%,-3.3%,-3.0%,-4.4%,0.1%,6.7%,-3.9%,-0.1%,1.4%,5.4%
Cc1ccc(-c2nc(C=Nc3cccc(C)c3)c(O)o2)cc1,-11.4%,21.1%,5.8%,1.0%,-14.4%,15.3%,-3.1%,44.0%,6.0%,11.8%,?
COC(=O)c1sc(SC)c(-c2ccon2)c1C,8.1%,9.6%,0.7%,-5.4%,-7.0%,3.1%,-5.8%,-3.8%,-3.5%,1.6%,-1.3%
Fc1ccc(OCc2nn3c(Cn4nnc5ccccc54)nnc3s2)cc1,3.7%,44.0%,-2.6%,2.8%,-8.3%,-7.2%,1.9%,0.0%,4.5%,5.3%,-19.8%
O=C(c1cccc(NC2=NC3CS(=O)(=O)CC3S2)c1)N1CCN(c2ccc(F)cc2)CC1 (configuration not stated),2.2%,-6.4%,-5.7%,0.2%,6.8%,.,1.3%,2.2%,7.7%,-0.5%,4.1%
CCN(CC)S(=O)(=O)c1cc(NC(=O)CN2CCN(c3ccccn3)CC2)ccc1C,-15.5%,?,-10.1%,-3.0%,-7.6%,0.2%,14.5%,-14.3%,-2.5%,-7.8%,3.7%
CC(=O)N1N=C(c2ccc(Cl)cc2)OC1(C)C,7.8%,22.0%[10 µM],-5.4%,-11.1%,.,1.1%,-1.0%,12.7%,-2.1%,2.7%,-0.6%
O=S(=O)(NC1CCSc2ccccc21)c1ccccc1 (configuration not stated),3.4%,0.1%,-3.8%,1.8%,-6.5%,3.8%,-1.1%,-26.4%,-1.4%,-1.0%,-1.9%
COc1cccc(/C=N/NC(=O)CN(CCc2ccccc2)S(=O)(=O)c2ccc(NC(C)=O)cc2)c1,-8.4%,?,-2.8%,0.7%,.,0.8%,-5.0%,-41.3%,-11.2%,-6.5%,-14.3%
COc1ccc(CC(=O)NNC(=S)NC(=O)c2cccnc2)cc1,-10.2%,?,2.7%,0.1%,.,-10.6%,-11.7%,-10.2%,-8.5%,-0.1%,-1.2%
O=C(Nc1ccc(C(F)(F)F)cc1)C1=NN(C2CCS(=O)(=O)C2)C(=O)CC1 (configuration not stated),.,.,-4.1%,3.7%,.,.,-15.6%,5.3%,-9.6%,0.0%,-0.7%
Cc1nnc(SCCn2c(N3CCCCCC3)nc3c2c(=O)[nH]c(=O)n3C)s1,-1.5%,-22.2%,3.8%,5.3%,-2.6%,2.9%,0.2%,6.8%,-8.1%,8.0%,0.3%
COc1ccc(OC)c(S(=O)(=O)N2CCN(C)CC2)c1,0.9%,-18.0%,5.7%,3.7%,4.0%,-14.3%,.,2.3%,-1.2%,0.3%,-0.1%
O=C(OCC(=O)N1CCCCC1)c1cccc(NS(=O)(=O)c2ccccc2)c1,.,.,0.0%,-1.6%,.,.,3.4%,36.0%,9.6%,2.1%,?
CCC1=NN(C(=O)C(=O)Nc2ccc(OC)cc2)C(O)(C(F)(F)F)C1 (configuration not stated),-22.4%,?,-2.9%,1.8%,?,2.5%,-6.9%,21.3%,2.9%,-5.0%,-2.9%
COc1ccc(-n2nc(C(=O)O)cc2-c2ccccc2)cc1,-3.5%,12.3%,-4.0%,-1.2%,0.6%,-2.8%,0.6%,-5.6%,.,1.7%,9.5%
O=c1oc2ccccc2cc1-c1cn2cccnc2n1,?,?,1µM*,0.562µM*,?,-2.3%,-3.9%,?,?,?,4.26µM*
CCCCNC(=O)CCn1c(=O)c2ccccc2n(CC(=O)Nc2ccccc2OCC)c1=O,5.9%,-8.3%,-4.7%,-4.0%,-8.6%,38.6%[activator],5.2%,-11.5%,-2.8%,-3.1%,-0.5%
CCOC(=O)C1(CCOc2ccccc2)CCN(Cc2ccc(C(=O)OC)cc2)CC1,-0.8%,16.7%,1.0%,0.3%,-6.0%,2.2%,-0.9%,-20.2%,.,-8.3%,5.8%
Cc1nn(-c2ccccc2)c(Cl)c1C(=O)N(C)CC(=O)Nc1cccc(F)c1,.,.,-1.1%,-1.7%,.,.,1.9%,-23.4%,-4.0%,-3.2%,-2.2%
O=C(Nc1ccc2c(c1)C(=O)OC2)Nc1cccc2ccccc12,6.1%,2.5%,-2.1%,-1.9%,-0.4%,?,6.6%,8.3%,0.0%,7.1%,0.1%
COCCNC(=O)c1cn(CCOC)c(=O)c2c1c1ccccc1n2C,-4.1%,-28.6%,-0.8%,-2.5%,8.9%,8.7%,3.3%,-4.7%,-2.2%,-0.6%,0.2%
CCn1c(CNc2ccc(Cl)cc2)nnc1SCC(=O)OC1CCCCC1,-11.8%,?,-3.0%,-0.3%,-13.6%,-3.6%,2.0%,-26.4%,1.9%,-5.1%,-1.3%
CC(C)(C)C1CCC(OCC(O)CN2CCN(Cc3ccccc3)CC2)CC1 (configuration not stated),-23.5%,-25.4%,-1.5%,-1.3%,-1.9%,-0.2%,-6.4%,-6.1%,?,-2.8%,3.5%
COCCn1cnc2c1c(=O)n(CC(=O)OCC(=O)NCC(F)(F)F)c(=O)n2Cc1ccccc1,-4.2%,-41.8%,-2.8%,6.6%,-7.9%,2.7%,-3.4%,-7.0%,15.3%,1.4%,2.6%
N#CCCn1c(=O)n(CCC#N)c2ccccc21,-4.3%,0.5%,-1.2%,-6.1%,-1.7%,3.3%,4.9%,3.5%,?,-1.2%,-4.6%
O=c1c2ccccc2[nH]c(=S)n1Cc1ccccc1Cl,5.01µM*,3.55µM*,3.1%,-3.8%,144.1%[activator],-4.0%,3.5%,-50.1%,-3.9%,0.5%,-1.1%
COc1ccc(-n2cc(CNC3CCOCC3)c(-c3cccc(F)c3)n2)cc1,?,?,-2.6%,-3.1%,-8.3%,-9.6%,-7.8%,-47.9%,-1.6%,0.4%,?
CC1Cc2nc(SCC(=O)Nc3ccc(F)cc3F)n(C)c(=O)c2S1 (configuration not stated),-4.1%,37.4%,-16.6%,4.4%,9.0%,-1.2%,-17.9%,-0.9%,-2.7%,-2.6%,8.2%
COc1ccc(C2/C(=C(/O)c3ccc(C)cc3)C(=O)C(=O)N2c2ccccn2)cc1 (configuration not stated),-7.7%,10.2%,-5.3%,2.5%,3.7%,-11.1%,-5.3%,-0.4%,-1.6%,1.1%,1.0%
CCCC(=O)N(Cc1cc2cc(C)ccc2[nH]c1=O)c1ccccc1OC,-3.8%,1.6%,0.7%,-5.5%,0.0%,-2.9%,1.4%,-24.8%,-5.1%,-4.5%,3.0%
CN(C)c1cc(N)c2ccccc2n1 (tested in a mixture with another compound),-9.3%,-16.5%,6.0%,-2.9%,18.5%,6.9%,5.1%,-2.0%,-4.8%,-5.4%,-2.4%
